Screens deposited in PubChem by Broad Institute.
E-selectin induc: E-selectin induction on HUVECs; P16581; HUVEC E-selectin immunofluorescence imaging; normalized: neutral wells 0, TNF-alpha wells 100; activation, % at 7.58 µM; hit rate 0.37% among 260,000; AID 686992;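 active means mean E-selectin-positive cell signal at least 10% of the positive control, reached in at least 60% of replicates, without over 20% cell loss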;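 further: in these data hits start at about 27%; measured in HUVEC primary endothelial cells; signal is the percent of cells scored E-selectin positive by PE staining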
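Test system: HUVEC | Signal: Immunofluorescence imaging | Read-out: Percent E-selectin-positive cells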
RAD52 anneal inh: blocks human RAD52 DNA annealing; recombinant RAD52 DNA annealing, FRET fluorescence; inhibition, % at 18.7 µM; hit rate 0.46% among 360,000;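 active means every replicate showing at least 50% inhibition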
RAD54 branch: inhibitors of human RAD54 branch migration; RAD54 Holliday junction branch migration, FAM/BHQ fluorescence; inhibition, % at 10.4 µM; Q92698; hit rate 0.14% among 360,000; AID 602329;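 active means mean normalized replicate activity at least 40 and at least half of replicates scoring 40 or more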;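 further: 0% = median of neutral control wells and 100% = median of positive control wells; inhibitors cause a drop in the FAM fluorescence signal; in these data hits start at about 50%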
Target sequence (Q92698 whole entry, looked up): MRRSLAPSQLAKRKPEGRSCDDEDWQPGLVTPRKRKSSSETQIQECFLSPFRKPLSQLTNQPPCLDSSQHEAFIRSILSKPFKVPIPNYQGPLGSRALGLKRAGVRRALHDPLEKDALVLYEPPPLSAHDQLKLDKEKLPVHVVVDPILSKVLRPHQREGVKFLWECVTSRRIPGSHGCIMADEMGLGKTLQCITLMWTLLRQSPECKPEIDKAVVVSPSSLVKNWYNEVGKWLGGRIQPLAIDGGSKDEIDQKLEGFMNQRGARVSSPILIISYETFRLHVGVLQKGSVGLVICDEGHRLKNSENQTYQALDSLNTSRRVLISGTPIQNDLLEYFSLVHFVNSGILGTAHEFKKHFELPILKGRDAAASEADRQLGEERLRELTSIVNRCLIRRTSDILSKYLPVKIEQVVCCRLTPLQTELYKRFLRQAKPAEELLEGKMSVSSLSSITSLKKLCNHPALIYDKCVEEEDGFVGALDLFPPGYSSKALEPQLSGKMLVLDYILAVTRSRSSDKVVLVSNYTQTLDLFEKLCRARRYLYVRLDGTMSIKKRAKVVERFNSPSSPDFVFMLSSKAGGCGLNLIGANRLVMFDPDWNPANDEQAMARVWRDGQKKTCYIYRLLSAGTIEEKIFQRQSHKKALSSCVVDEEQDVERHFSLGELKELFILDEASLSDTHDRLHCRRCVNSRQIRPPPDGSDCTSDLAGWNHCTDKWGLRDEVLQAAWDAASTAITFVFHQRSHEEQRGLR
Cneo AK release: Cryptococcus neoformans lysis via adenylate kinase release | C. neoformans lysis, adenylate kinase release luminescence, 4 h; normalised: neutral wells 0, clomiphene wells 100 | lysis activity, % at 15 µM | hit rate 0.2% among 360,000 | AID 651654;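 active means mean lysis activity across replicates of at least 80%, whatever share of replicates individually reach that level; inactive means mean lysis activity below 80%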
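Test system: log-phase Cryptococcus neoformans yeast cells; Quantity: yeast cell density of 5 × 10^6 cells/mL; Buffer or medium: YPD; Doses: single compound concentration per well; Timing: 4 h at 37 °C static, read 1 h later; Measured by: AK luminescence; Read-out basis: lysis from increased AK signal; Control set: Clomiphene as positive control.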
miR122 inh: blocks miR-122 activity in Huh7 sensor cells; activation (reporter increase), % at 12.5 µM; Huh7 miR-122 Renilla luciferase sensor, 48 h; neutral wells = 0, positive control = 100; hit rate 0.3% among 340,000;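 active means mean replicate activation score at least 90 and every replicate individually at or above 90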;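 further: higher luciferase means less miR-122 activity so hits act as miR-122 inhibitors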
PglD DTNB: inhibitors of Campylobacter jejuni PglD acetyltransferase | purified PglD enzyme, DTNB colorimetric CoA detection | inhibition, % at 12.5 µM | hit rate 0.098% among 360,000 | AID 602405; in the data active means inhibition above about 16%, passing the limit was not always enough; further: strong numbers were not always called active
ERAP1 HTS inh: ERAP1 (human) enzyme inhibition | Q9NZ08 | recombinant ERAP1, Leu-AMC fluorescence, 60 min | inhibition, % at 10.7 µM | hit rate 0.15% among 340,000;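 active means mean replicate inhibition of at least 30%, or all replicates individually reaching that 30% level; inactive means mean below 30% and not every replicate reaching it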;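 further: 0% = neutral control wells and 100% = L-leucinethiol positive control wells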
PGC1a acetyl inh: modulators of PGC1a acetylation; U2OS PGC1a acetylation, AlphaScreen anti-acetyl-lysine; with virally co-expressed GCN5 acetyltransferase; inhibition, % at 15.6 µM; hit rate 0.17% among 350,000;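 active means every replicate shows inhibition of at least 40%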;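 further: 0% = neutral control wells and 100% = positive control wells; some results beyond the cut were filed as inactive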
* marks the source's active call; other numbers are inactive results; x = not tested or not shown; [ ] = dose if it differs, or a comment.

SMILES	E-selectin induc	RAD52 anneal inh	RAD54 branch	Cneo AK release	miR122 inh	PglD DTNB	ERAP1 HTS inh	PGC1a acetyl inh
CC(=O)N1[C@@H]2c3ccc(-c4ccncc4)c(=O)n3C[C@@H]2[C@@H](CO)[C@@H]1C(=O)NC1Cc2ccccc2C1	0.5	-5	-8	0	x	0	1	x
CC1(NC(=O)Nc2ccccc2)CCS(=O)(=O)C1 (stereo not given)	5.1	-6	-3	6	1	-9	x	3
C=C1c2ccccc2O[C@H](C(=O)OCC)[C@H]1OC	11	-10	-8	0	-4	1	x	1
CN1CCN(C2CN(Cc3ccc([N+](=O)[O-])cc3)S(=O)(=O)C2)CC1 (stereo not given)	-0.1	-5	5	-2	4	5	5	3
C[C@@H]1CCCCO[C@H](CN(C)Cc2ccncc2)[C@H](C)CN([C@H](C)CO)C(=O)c2cc(NS(=O)(=O)c3ccc(F)cc3)ccc2O1	0.0	7	1	-2	8[16.7 µM]	0	-2	1
Cc1nc(NC(=O)C2CC2)sc1C(=O)N(C)C	x	x	1	6	-14	-1	x	4
O=C(Nc1nnc(SCc2ccc(F)cc2)s1)c1cnccn1	0.8	-25	x	x	x	x	8	15
COc1cccc(C=Nc2cc(C)on2)c1O	x	x	-7	2	-4	-2	x	-3
COCC(=O)N1[C@@H](C#N)[C@H](c2ccc(-c3cccnc3)cc2)[C@@H]1CO	-0.3	-18	8	-4	x	4	3	0
FC(F)(F)c1ccccc1Cc1c(-c2cccc(Br)c2)nc2c3ccccc3ccn12	x	-66	2	-1	4	-1	0	-2
Cc1cc(C)c(C)c(S(=O)(=O)NCC(=O)O)c1C	x	x	0	1	-10	-5	x	-1
O=C1OC(c2ccccc2)=C/C1=C/c1cccs1	-2.0	11	-13	-6	x	-1	-1	x
Cc1ccc(N2CC(C(=O)OCC(=O)c3ccc(C)c([N+](=O)[O-])c3)CC2=O)cc1 (stereo not given)	0.4	4	x	x	7	x	1	-1
Cc1ccc(Cn2ncc3c(NN)ncnc32)cc1	0.6	-16	1	-1	8	0	2	6
CCNC(=O)CC1C(=O)N(c2ccccc2)C(=O)N1CCc1ccc(OC)cc1 (stereo not given)	x	-6	-4	1	x	1	1	0
C[C@@H]1CN([C@@H](C)CO)C(=O)Cc2cc(NS(=O)(=O)c3ccc(F)cc3)ccc2O[C@H]1CN(C)Cc1ccc(C(F)(F)F)cc1	-0.2	21	8	5	-10[16.7 µM]	-2	-1	7
O=C1CCCC2=C1C(c1ccncc1)c1c(nc(SCc3ccccc3)[nH]c1=O)N2 (stereo not given)	x	x	-1	11	-9	-1	x	9
Cc1cc2c(cc1C)NC1(C[C@H]3CCC(=O)N4CC[C@@H](C1)[C@@H]34)C(=NC(C)(C)CC(C)(C)C)N2 (stereo not given in full)	0.2	0	6	2	4	-4	3	0
O=C([C@@H]1[C@@H](CO)[C@@H]2Cn3c(ccc(C4=CCCC4)c3=O)[C@H]1N2C(=O)c1cccnc1)N1CCOCC1	0.0	-12	7	4	-3[16.7 µM]	2	-1	x
O=C(C[C@H]1CC[C@H](NC(=O)Nc2ccccc2)[C@@H](CO)O1)NCc1ccccn1	0.1	-1	5	0	x	-1	1	9
CCNC(=S)NNC(=O)C1CCCCC1	x	x	-2	3	140*	-3	x	-6
C/C=C/c1ccc([C@@H]2[C@H](CO)N(CCC(F)(F)F)C23CN(C(=O)CC2CC2)C3)cc1	0.0	0	x	x	x	x	2	1
CCCC#Cc1cnc2c(c1)C(=O)N([C@@H](C)CO)C[C@H](C)[C@H](CN(C)Cc1ccncc1)O2	0.9	-4	2	6	10[16.7 µM]	-2	-4	-4
CC(=O)Nc1ccc(N(CC(=O)NC2CCCC2)C(=O)CCC(=O)Nc2cc(C)on2)cc1	-0.1	-13	3	3	0	6	-4	3
Cc1csc(N/N=C/c2ccccn2)n1	-1.7	-5	x	x	-15	x	-1	10
CC(=O)Nc1ccc(OCC(O)Cn2ccnc2)cc1 (stereo not given)	x	9	13	-1	52	2	-1	8
Cc1ccc(SCC(=O)N2CCN(c3ccc(F)cc3)CC2)cc1	x	-5	4	-1	-3	-1	-1	-4
CC(C)=CCSc1nnc(CCNC(=O)OC(C)(C)C)o1	x	x	3	2	-1	-4	x	-3
Cc1cccc(N2C(=O)CCC2=O)n1	0.2	x	-6	-1	-5	-11	x	13
Cc1cc(NC(=O)COc2ccccc2C#N)no1	x	-7	-1	-1	-3	1	-1	3
Clc1ccc(C2[C@H]3CN(Cc4cccnc4)[C@H](c4ccccc4)C34CC2(c2ccccc2)C4)cn1 (stereo not given in full)	-0.2	-53	-5	0	2	0	5	-7
CC(C)c1ccc(NC(=S)NNC(=O)C2CC2)cc1	1.8	-16	x	x	-3	x	4	8
CCOC(=O)c1c(NC(C)=O)sc2c(O)c(Br)ccc12	x	x	2	-1	14	6	x	5
CCCCn1c(=O)c(CCC(=O)OCC(=O)Nc2ccc(F)c(Cl)c2)nc2ccccc21	-0.5	x	-4	0	-7	-1	x	x
CCc1ccccc1NC1c2ccccc2C(=O)N1c1cc(C)ccn1 (stereo not given)	x	-2	-10	0	x	-4	6	x
Cc1ccc(Cl)cc1NC(=O)c1cnn2c1NC(c1ccco1)CC2C(F)(F)F (stereo not given)	x	x	-3	-1	-2	5	x	-1
CCn1c(=N)c(C(=O)NCCCOC)cc2c(=O)n3cccc(C)c3nc21	x	x	51*	0	-5	-10	x	-1
Cc1ccc2c(CN3CCCc4ccccc43)cc(=O)oc2c1C	x	x	18	1	147*	0	x	-9
CC(=O)C1=C(O)C(=O)N(c2cccc(Br)c2)C1c1ccc(Br)cc1 (stereo not given)	0.5	-22	0	2	-7	-5	-1	x
Cc1ccsc1/C=N/Nc1nc2ccccc2[nH]1	-0.2	-7	-3	-2	-1	3	-14	3
CC(C)CC#Cc1ccc([C@H]2[C@H](CO)N3C(=O)CN(C(=O)c4cccc(F)c4)C[C@@H]23)cc1	0.5	-8	x	x	x	x	2	9
Cc1cccc(S(=O)(=O)N2CCCCN3[C@H](CO)[C@H](c4ccc(C#CC5CC5)cc4)[C@@H]3C2)c1	0.3	-18	-6	1	-3[16.7 µM]	-2	3	-6
CN(c1cccc(Cl)c1)S(=O)(=O)c1cccc(C(=O)NN2CCOCC2)c1	-0.7	-7	-11	-1	x	1	1	-1
O=C(NCc1ccncc1)C(=O)NCC1OCCCN1S(=O)(=O)c1ccc(F)cc1 (stereo not given)	-0.1	-10	-8	1	-7	1	-4	4
CN1C(=O)CSc2ccc(NC(=O)N3CCc4ccccc43)cc21	x	-89	-7	-1	7	-1	10	-6
COc1cccc2sc(Nc3nnc(-c4ccccc4Cl)o3)nc12	1.0	4	-13	1	62	2	x	-1
COc1cc(/C=C/c2nc3ccccc3c(=O)[nH]2)cc(Br)c1O	x	-29	-1	5	-4	5	1	-13
COc1ccc(C2CC(=O)C(C3NCCc4ccccc43)=C(O)C2n2cncn2)cc1 (stereo not given)	-0.9	-1	x	x	1	x	4	-10
Cc1ccc(S(=O)(=O)N(C)C[C@H]2Oc3ccc(NC(=O)CCCN(C)C)cc3CC(=O)N([C@@H](C)CO)C[C@@H]2C)cc1	1.6	10	9	0	6[16.7 µM]	-2	0	0
COc1ccc(C(=O)NCc2nnc(SCC(=O)Nc3cc(Cl)ccc3OC)o2)cc1	x	-10	1	-1	-2	1	-1	x

miR122 inh, entries above that show a hit.
smiles	RAD52 anneal inh	miR122 inh	PglD DTNB	ERAP1 HTS inh	PGC1a acetyl inh
CCNC(=S)NNC(=O)C1CCCCC1	x	140*	-3	x	-6
Cc1ccc2c(CN3CCCc4ccccc43)cc(=O)oc2c1C	x	147*	0	x	-9

Remaining list, next part
SMILES	E-selectin induc	RAD52 anneal inh	RAD54 branch	Cneo AK release	miR122 inh	PglD DTNB	ERAP1 HTS inh	PGC1a acetyl inh
Cc1c(NC(=O)c2ccccc2)cccc1[N+](=O)[O-]	x	x	-8	-4	-3	2	x	5
O=C(O)CCS(=O)(=O)Cc1ccccc1F	x	x	-7	-1	x	-1	x	7
COc1cc(OC)cc(C(=O)N(CN2CCCC2=O)c2ccccc2OC)c1	x	x	1	1	-6	2	x	5
O=c1c([N+](=O)[O-])c(O)c2ccccc2n1Cc1ccccc1	0.1	0	-13	0	x	-1	0	x
COCCSc1ccccc1C(=O)NCc1ccc(S(N)(=O)=O)cc1	x	-10	0	3	2	3	1	11
O=C(CN1C(=O)NC2(CCCCC2)C1=O)Nc1ccc(F)cc1	0.9	-21	x	x	x	x	6	8
CN(C)CCCNC(=O)C[C@@H]1CC[C@H]2[C@@H](COC[C@H](O)CN2Cc2cccc(Cl)c2)O1	0.0	4	3	1	-8[16.7 µM]	-1	1	5
CCOC(=O)c1c(C)n(C)c2ccc(OC)c(NC(=O)CN3CCN(C(=O)c4ccco4)CC3)c12	x	x	3	-2	-2	3	x	-9
O=C1C(=O)N(CCCN2CCOCC2)C(c2ccc([N+](=O)[O-])cc2)/C1=C(/O)c1ccc2c(c1)OCO2 (stereo not given)	0.1	-8	10	-3	-5	-1	0	-1
COc1cccc(-c2ccc([C@@H]3[C@H]4CN(C(=O)c5ccncc5)CC(=O)N4[C@H]3CO)cc2)c1	0.3	-8	x	x	x	x	0	-3
CCOC(=O)CN1Cc2cccc(C(=O)O)c2C1=O	x	1	-2	0	-7	1	-3	6
O=c1[nH]c2cc3ccccc3cc2nc1C(F)(F)F	1.9	-61	-4	1	-7	2	-1	x
CCN(CC)CCCNC(=S)Nc1ccc(Br)cc1	0.0	7	6	0	-6	3	1	x

Grouped by structure, those above with an aryl methoxy group.
SMILES	E-selectin induc	RAD52 anneal inh	RAD54 branch	Cneo AK release	miR122 inh	PglD DTNB	ERAP1 HTS inh	PGC1a acetyl inh
COc1cccc(C=Nc2cc(C)on2)c1O	x	x	-7	2	-4	-2	x	-3
CCNC(=O)CC1C(=O)N(c2ccccc2)C(=O)N1CCc1ccc(OC)cc1 (stereo not given)	x	-6	-4	1	x	1	1	0
COc1cccc2sc(Nc3nnc(-c4ccccc4Cl)o3)nc12	1.0	4	-13	1	62	2	x	-1
COc1cc(/C=C/c2nc3ccccc3c(=O)[nH]2)cc(Br)c1O	x	-29	-1	5	-4	5	1	-13
COc1ccc(C2CC(=O)C(C3NCCc4ccccc43)=C(O)C2n2cncn2)cc1 (stereo not given)	-0.9	-1	x	x	1	x	4	-10
COc1ccc(C(=O)NCc2nnc(SCC(=O)Nc3cc(Cl)ccc3OC)o2)cc1	x	-10	1	-1	-2	1	-1	x
COc1cc(OC)cc(C(=O)N(CN2CCCC2=O)c2ccccc2OC)c1	x	x	1	1	-6	2	x	5
CCOC(=O)c1c(C)n(C)c2ccc(OC)c(NC(=O)CN3CCN(C(=O)c4ccco4)CC3)c12	x	x	3	-2	-2	3	x	-9
COc1cccc(-c2ccc([C@@H]3[C@H]4CN(C(=O)c5ccncc5)CC(=O)N4[C@H]3CO)cc2)c1	0.3	-8	x	x	x	x	0	-3
